High-throughput results deposited in PubChem BioAssay by several laboratories.
Y pestis TopoI = Y. pestis Topo-I inhibition via cleavage products; 360,000 compounds, 0.064% hits; activity, % at 10 µM; Y. pestis Topo-I cleavage product accumulation, plate reader; AID 504884; in the data active = activity above about 50%, passing the limit was not always enough; inconclusive = no clear call, values can overlap the other calls; also: inactives centre near 2
TcdB inh = inhibitors of Clostridioides difficile toxin B glycohydrolase; P18177; TcdB glycohydrolase enzymatic assay, plate reader; inhibition, % at 9.99 µM; 350,000 compounds, 0.24% hits; AID 652162; in the data active = inhibition above about 10%
Rv3671c protease = inhibits the M. tuberculosis serine protease Rv3671c; inhibition, % at 5.96 µM; 320,000 compounds, 0.048% hits; P9WHR9; in the data active = inhibition above about 38%;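 also: extracellular domain of Rv3671c used as enzyme; 0% = enzyme with DMSO and 100% = no enzyme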
MazEF act = activators of E. coli MazEF toxin-antitoxin RNase. P0AE70. FAM/BHQ RNA-DNA oligo cleavage fluorescence, 5 h. 350,000 compounds, 0.32% hits. activation, % at 20 µM; in the data active = activation above about 50%
Anthrax LF prot = anthrax lethal factor protease inhibition. multiplex microsphere protease cleavage assay, LF. inhibition, % at 10 µM. 360,000 compounds, 0.12% hits; in the data active = inhibition above about 30%; inconclusive = no clear call, values can overlap the other calls; also: plate controls were buffer without enzyme for full effect and enzyme alone for no effect
Target sequence (P15917 whole entry, looked up): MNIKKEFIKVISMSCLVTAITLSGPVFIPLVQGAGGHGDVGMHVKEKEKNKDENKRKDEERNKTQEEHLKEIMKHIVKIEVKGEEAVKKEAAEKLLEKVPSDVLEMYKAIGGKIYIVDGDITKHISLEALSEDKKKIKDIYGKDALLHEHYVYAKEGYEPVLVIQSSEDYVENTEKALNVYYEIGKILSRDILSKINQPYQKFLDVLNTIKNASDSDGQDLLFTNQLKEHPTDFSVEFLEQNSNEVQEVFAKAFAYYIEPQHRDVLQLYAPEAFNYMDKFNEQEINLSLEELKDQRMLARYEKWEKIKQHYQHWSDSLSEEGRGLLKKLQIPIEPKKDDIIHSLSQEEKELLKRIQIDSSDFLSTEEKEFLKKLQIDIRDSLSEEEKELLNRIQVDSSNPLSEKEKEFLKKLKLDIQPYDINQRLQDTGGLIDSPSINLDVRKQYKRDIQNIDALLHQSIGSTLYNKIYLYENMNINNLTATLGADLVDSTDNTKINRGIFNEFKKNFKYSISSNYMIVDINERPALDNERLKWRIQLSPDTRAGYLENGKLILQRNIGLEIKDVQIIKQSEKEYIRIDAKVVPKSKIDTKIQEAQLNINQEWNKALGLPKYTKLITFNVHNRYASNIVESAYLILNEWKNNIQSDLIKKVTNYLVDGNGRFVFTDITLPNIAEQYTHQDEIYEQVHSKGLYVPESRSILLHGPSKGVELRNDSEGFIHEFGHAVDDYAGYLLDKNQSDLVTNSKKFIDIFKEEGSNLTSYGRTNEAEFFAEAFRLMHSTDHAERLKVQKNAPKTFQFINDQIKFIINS
SARS 3CLpro inh = SARS-CoV 3CLpro protease inhibition | P0C6X7 | inhibition, % at 6 µM | recombinant SARS-CoV 3CLpro, quenched FRET peptide cleavage | 290,000 compounds, 0.14% hits | AID 1706; in the data active = inhibition above about 12%
SSB-PriA inh = K. pneumoniae PriA-SSBct interaction inhibition. AID 1272365. inhibition, % at 33 µM. 430,000 compounds, 0.6% hits. AlphaScreen SSBct-PriA binding, biotinylated peptide; in the data active = inhibition mostly above about 37%, no sharp cut-off; inactive = mostly below about 20%;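 also: plate controls were negative control peptide for no effect and reference peptide for full effect; strong numbers were not always called active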
PfHsp40 rescue = rescue of PfHsp40-mediated yeast toxicity; growth rescue, % at 12.5 µM; S. cerevisiae expressing PfHsp40, growth rescue, ATP luminescence; 340,000 compounds, 0.68% hits; in the data active = growth rescue above about 28%, passing the limit was not always enough; inconclusive = no clear call, values can overlap the other calls;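 also: yeast W303a lacking pdr1 and pdr3 grown in galactose medium; growth measured after three days at 30 °C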
BH1578 lux ind = inducers of Vibrio cholerae quorum light production without autoinducers | V. cholerae BH1578 lux reporter, luminescence, 6 h | activation, % at 18.7 µM | 350,000 compounds, 0.16% hits; in the data active = activation mostly above about 9.7%, no sharp cut-off; inconclusive = no clear call, values can overlap the other calls; inactive = mostly below about 3.7%; also: not every result past the cut was called active; inactives centre near 0; reference of the scale not given here
DUSP3 inh = DUSP3 (human) phosphatase inhibition; 290,000 compounds, 0.52% hits; inhibition, % at 13.3 µM; recombinant VHR phosphatase, pNPP absorbance; AID 1654; in the data active = inhibition above about 50%; also: some compounds called inactive have numbers as strong as hits
Target sequence (P51452 whole entry, looked up): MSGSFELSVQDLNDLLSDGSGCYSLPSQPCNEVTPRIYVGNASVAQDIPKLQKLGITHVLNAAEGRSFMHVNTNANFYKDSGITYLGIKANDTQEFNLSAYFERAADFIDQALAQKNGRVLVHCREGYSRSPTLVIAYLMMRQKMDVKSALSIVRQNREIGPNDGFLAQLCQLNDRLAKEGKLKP
An asterisk follows results filed as active; i = inactive; ? = inconclusive; . = not tested or not shown; & = joins results of further samples.

Every second line gives: BH1578 lux ind, Y pestis TopoI, DUSP3 inh, Anthrax LF prot, Rv3671c protease, PfHsp40 rescue, SSB-PriA inh, SARS 3CLpro inh, MazEF act, TcdB inh
> Cc1cc(NC(=O)CN2CCCCC2)n(-c2ccccc2)n1
    -0.4, 2, 1, ., 0, ., -5, 6, 5, 0.4
> CCN(CC)S(=O)(=O)c1ccc(C(=O)N2CCN=C2SCc2cccnc2)cc1
    ., 20, 6, 0, 0, 0.2, -5&-4, -4, 3, .
> Cc1[nH]c(C)c(S(=O)(=O)N2CCN(c3cccc(C(F)(F)F)c3)CC2)c1C(=O)N1CCCCC1
    -0.3, 20, -2, -3, 7, -0.7, 1, 3, 3, 0.6
> Cc1cc(C)c2c(CC(=O)NC(C)C)coc2c1
    i, -2, 22, 4, 0, 0.0, -1, 1, 0, -0.3
> CC(C)(C)c1ccc(C(=O)N2CCC2(C)C(=O)NS(=O)(=O)c2ccccc2Cl)cc1 (stereo not given)
    1.3, 2, ., -4, ., ., ., ., ., -2.2
> COc1ccc(NC(c2ccccc2)P(=O)(Oc2ccccc2)Oc2ccccc2)cc1 (stereo not given)
    -5.5, 10, 8, 0, -7, -0.7, -1, -6, -1, -0.7
> CCN(CC)c1ccc(/C=N/NC(=O)CNC(=O)c2cccnc2)cc1
    i, 0, -5, 11, 5, -0.5, ., -3, 4, -1.6
> COC(=O)c1ccc(N2CCOCC2)c(NC(=O)c2cccnc2)c1
    i, 8, 24, -3, 1, -0.7, -6, -2, 4, -1.1
> Clc1ccc2c(c1)C=Nc1c(NCc3ccccc3)ncnc1O2
    i, 5, 30, -2, 0, -1.1, -10, -1, -4, .
> CC(C(=O)NC1CCCCC1)N(Cc1ccc(F)cc1)C(=O)c1snc(C(N)=O)c1N (stereo not given)
    -0.4, 3, -15, 0, -3, -0.3, 0, -4, 8, 1.6
> CCCCn1c(SCC(=O)Nc2cc(C)[nH]n2)nc2ccsc2c1=O
    -0.2, 5, 29, -3, -9, 0.1, -6, 1, 1, .
> CCC(=O)NC(c1cc(Cl)c2ccccc2c1O)C(C)C (stereo not given)
    i, 0, ., -5, -7, 1.0, -14, ., 0, 1.0
> OCCCCNCc1ccc(OCc2ccc(Cl)cc2)cc1
    i, -3, 36, -6, -2, 3.1, -8, 4, 7, 0.6
> Cc1c(S(=O)(=O)N2CC(C)CC(C)C2)c(=O)n(C)c(=O)n1C (stereo not given)
    -0.6, -6, 18, 0, 3, 1.4, -8, 0, 2, -2.1
> CCOc1ccc(NS(=O)(=O)c2cc(C(=O)N3CCN(c4ccccc4O)CC3)ccc2Cl)cc1
    -0.9, 13, ., 0, ., 0.3, -3, ., -1, -1.7
> OC(CSc1ccc(F)cc1)CN1CCN(c2ccccc2)CC1 (stereo not given)
    -0.3, 19, 17, -4, -9, 0.8, 0, 2, 4, 1.3
> Cc1ccc(S(=O)(=O)N2CCN(S(=O)(=O)N3CCOCC3)CC2)c(C)c1
    i, -2, 37, 1, 1, 0.1, -16, -2, -3, .
> COc1ccc(S(=O)(=O)N2CCCC2C(=O)NCc2cccs2)cc1 (stereo not given)
    3.2, -2, -25, 4, 9, -1.7, -2, 1, 4, .
> Cc1cc(OCC(=O)N2CCN(c3ccccn3)CC2)c(C)cc1Br
    i, 38, 30, 0, -6, 1.9, 7, -4, 2, 3.7
> Cn1c(-c2cc3c(C(F)(F)F)nn(C)c3s2)n[nH]c1=S
    i, 2, 6, 2, 5, -0.8, -9, -2, 2, .
> Clc1cccc(-c2nc(NCC3CCCO3)c3ccccc3n2)c1 (stereo not given)
    -0.3, 6, 31, -9, -12, 4.5, -7, -2, -1, 2.6
> C#CCOCCOCCOCCNc1nc(N2CCN(C(=O)[C@H]([C@@H](C)CC)n3cc(CCCN=C(N)N)nn3)CC2)nc(N2CCN(C(=O)[C@H](CCCCN)n3cc(CC(C)O)nn3)CC2)n1 (stereo not given in full)
    i, -5, ., -11, -2, -0.6, 15, ., 3, -0.1
> CCCCOC(=O)CCc1n[nH]c(=O)[nH]c1=O
    -0.7, -1, 10, -6, -8, 1.0, -9, -1, 6, .
> CCO[C@@H]1OC(C(=O)N2CCOCC2)=C[C@H](c2coc3ccccc3c2=O)[C@H]1CCCO
    -0.3, 1, 7, 0, -7, -0.7, 8, 1, -1, -1.2
> Cc1ccccc1N1CCN(S(=O)(=O)c2nnc(NC(=O)c3ccc(F)cc3)s2)CC1
    -0.6, 8, 6, 4, 0, -1.0, 2, -1, -3, -0.2
> O=C(CCCn1c(=S)[nH]c2ccc(Br)cc2c1=O)N1CCN(c2ccccn2)CC1
    i, -3, 27, -7, -5, 0.6, -16, 0, -11, .
> Fc1cccc(Cc2noc(CN3CCN(c4cnccn4)CC3)n2)c1
    i, 1, 22, ., 7, 0.9, 4, -1, 1, 2.5
> O=C(CCc1ccccc1)OCC(=O)c1cccc([N+](=O)[O-])c1
    -0.7, -2, 5, -2, 5, -2.8, 3, -1, 6, 1.0
> CCn1c(=O)n(CC)c2cc(N3CCCC3)c(NC(=O)c3ccc(OC)c(Br)c3)cc21
    -0.4, 32, 20, -4, -2, 0.2, 10, 5, 6, 0.9
> O=C(O)CCc1nnc(SCC(=O)Nc2cccc(C(F)(F)F)c2)[nH]c1=O
    -0.1, 3, 23, -3, -2, -1.9, -5&-1, 5, -2, .

Another view of part of the listing above.
molecule,BH1578 lux ind,Y pestis TopoI,DUSP3 inh,Anthrax LF prot,Rv3671c protease,PfHsp40 rescue,SSB-PriA inh,SARS 3CLpro inh,MazEF act,TcdB inh
CCN(CC)c1ccc(/C=N/NC(=O)CNC(=O)c2cccnc2)cc1,i,0,-5,11,5,-0.5,.,-3,4,-1.6
COC(=O)c1ccc(N2CCOCC2)c(NC(=O)c2cccnc2)c1,i,8,24,-3,1,-0.7,-6,-2,4,-1.1

4 records picked at random from the list so far:
Every second line gives: BH1578 lux ind, Y pestis TopoI, DUSP3 inh, Anthrax LF prot, Rv3671c protease, PfHsp40 rescue, SSB-PriA inh, SARS 3CLpro inh, MazEF act, TcdB inh
> C#CCOCCOCCOCCNc1nc(N2CCN(C(=O)[C@H]([C@@H](C)CC)n3cc(CCCN=C(N)N)nn3)CC2)nc(N2CCN(C(=O)[C@H](CCCCN)n3cc(CC(C)O)nn3)CC2)n1 (stereo not given in full)
    i, -5, ., -11, -2, -0.6, 15, ., 3, -0.1
> Cc1ccc(S(=O)(=O)N2CCN(S(=O)(=O)N3CCOCC3)CC2)c(C)c1
    i, -2, 37, 1, 1, 0.1, -16, -2, -3, .
> O=C(CCCn1c(=S)[nH]c2ccc(Br)cc2c1=O)N1CCN(c2ccccn2)CC1
    i, -3, 27, -7, -5, 0.6, -16, 0, -11, .
> COc1ccc(S(=O)(=O)N2CCCC2C(=O)NCc2cccs2)cc1 (stereo not given)
    3.2, -2, -25, 4, 9, -1.7, -2, 1, 4, .

(more compounds)
Every second line gives: BH1578 lux ind, Y pestis TopoI, DUSP3 inh, Anthrax LF prot, Rv3671c protease, PfHsp40 rescue, SSB-PriA inh, SARS 3CLpro inh, MazEF act, TcdB inh
> CCOCCCNCc1ccc(OCc2ccccc2Cl)cc1
    0.0, 6, -4, -1, 0, 3.7, -12, 4, 6, 0.7
> COc1ccc(CNC(=O)CCc2ccc(S(=O)(=O)N3CCCCCC3)cc2)cc1OC
    -3.8, 19, ., ., ., -0.4, 3, ., 1, -0.1
> CCOC(=O)c1cc(C)n(S(=O)(=O)c2ccc(C)cc2)c1C
    i, 49, -16, -11, 3, 2.3, -26, 7, -1, .
> CC(C(=O)c1ccc(-c2ccccc2)cc1)[n+]1cccc(NC(=O)c2ccccc2)c1 (stereo not given)
    -0.2, -11, 34, ?, -5, -0.5, 16, 5, -1, -2.8
> CCOC(=O)C(CSCC(=O)c1ccc(Cl)cc1)NC(=O)OC(C)(C)C (stereo not given)
    i, 47, 6, -7, 1, 2.8, -16, 6, -1, .
> COc1ccccc1CNS(=O)(=O)c1c(C)[nH]c(C)c1C(=O)N1CCCC1
    i, 7, 7, -3, -1, -0.7, -13, 2, 7, 0.1
> Cc1cccnc1NC(=O)C1CCN(S(=O)(=O)c2cccs2)CC1
    10, 4, 8, -2, -4, 1.0, -16, 2, 4, .
> N/C(=N\OC(=O)c1ccc(Cl)cc1)c1ccc(Cl)cc1
    i, -8, -20, 5, 0, -0.3, ., -3, 6, .
> O=C(CNC(=S)N(CCCN1CCOCC1)Cc1cccs1)NC1CCCCC1
    1.4, 12, 26, -2, 0, -1.2, -4, 2, 3, 1.8
> CCc1nc2ccccc2c2nc3ccccc3n12
    i, -6, 12, -10, -2, -0.3, -17, -7, 6, .
> O=[N+]([O-])c1ccc(OCCOc2ccccc2/C=N/n2cnnc2)cc1
    i, 5, -17, 0, 13, 0.6, ., 0, 8, 0.3
> CC(C)Cn1c(SCC(N)=O)nnc1-c1cccc(S(=O)(=O)N2CCOCC2)c1
    -7.1, 6, ., -6, 14, 2.0, -3, ., 3, -0.6
> CCc1ccc(CN2C(=O)c3ccccc3C2C(=O)NC(C)CC)cc1 (stereo not given)
    -1.2, 1, ., 7, -2, -0.6, -7, 0, -3, 1.3
> Cc1ccc(S(=O)(=O)C2(C(=O)Nc3ccc4c(c3)OCO4)CC2)cc1
    ., 10, 15, -1, 3, 0.8, 0, 1, 7, -0.3
> COCCNC(=S)NC12CC3CC(CC(C3)C1)C2
    2.9, 3, -8, 0, -4, 2.5, 2, -4, 1, .
> O=C(NC1CCCCC1)C(c1cccnc1)N(C(=O)CCl)c1ccc(F)cc1 (stereo not given)
    1.7, 2, 10, -3, -11, 0.6, 12, 3, 9, 0.7
> O=C(Oc1ccc(/C=N/O)cc1)c1ccccc1
    -0.3, -1, 15, -19, 3, -1.4, ., -3, 5, .
> CC1=CC(=O)C(C(C)=Nc2ccccc2Cl)C(=O)O1 (stereo not given)
    2.8, 1, -3, -3, -7, 7.6, -6, -1, 3, 1.9
> CC(C)CN(C(=O)c1nn(C)c(=O)c2ccccc12)c1nc2ccccc2s1
    -12, -5, 18, -7, -10, -1.4, 9, -4, -7, .
> O=C(Nc1cccc(O)c1)c1cc2nc(-c3ccccc3)cc(-c3ccccc3)n2n1
    -2.6, 8, 5, 15, -5, -2.2, -19, 6, -1, .
> COc1cccc(CNc2cccc(C(F)(F)F)c2)c1O
    -1.3, -10, 15, 0, 2, 3.2, -14, 6, -11, 2.2
> O=C(Nc1ccccc1-c1nc2ccccc2s1)c1ccco1
    ., -3, 12, -3, -52, -1.0, -3&-3&-15, 1, -2, 0.9
> C=CCn1c(SCC(=O)Nc2c(C)nn(Cc3ccccc3)c2C)nnc1C(O)c1ccccc1 (stereo not given)
    i, -3, -6, -1, 1, -1.2, 2, -6, 4, .
> COc1ccc(Cl)cc1NC(=O)CCc1nc(-c2ccccc2F)no1
    0.5, 1, 38, -5, -2, -0.1, -23, 2, -4, 0.8
> COc1ccc(Cc2nnc(NC(C)=O)s2)cc1
    i, -10, 29, -1, 2, 0.5, -8, -2, 2, 1.0
> CCCCOc1ccc(C(=O)Nc2ccc(SC(F)F)cc2)cc1OC
    i, -3, -2, -1, -8, -0.8, -2, 3, -5, 0.2

This is a subset; the hit share may differ from the screen's.
